# MrgX1 ag: human MrgX1 receptor agonism, primary screen; Q96LB2; MrgX1-HEK293 cells, Fluo-4 calcium fluorescence, agonist mode; active compounds read high; B-score at 10 µM; 0.44% of 310,000 active;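 active = calcium response B-score plate-corrected fluorescence ratio at least 3 library SD, with starting fluorescence B-score inside 5 SD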
#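 Test system: HEK293 cells stably expressing human MrgX1 receptor; amount: 15,000 cells per well; doses: compound delivered in addition one of three; times: overnight plating before 1 h dye loading; detection: Fluo-4 NW calcium-flux fluorescence, kinetic read; read-out basis: B-scored fluorescence response ratio; controls: positive and negative controls per plate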
# KCNK3 block: human KCNK3 channel inhibition, primary screen | CHO-KCNK3 thallium flux, FluxOR fluorescence; active compounds read low | B-score at 10 µM | O14649 | AID 602410 | 0.84% of 340,000 active;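 active = B-score under library mean minus 4 SD, starting fluorescence ratio at most library mean plus 5 SD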;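 note: more negative B-score means stronger inhibition of thallium flux through KCNK3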
# MrgX1 PAM: human MrgX1 positive allosteric modulation, primary screen. Q96LB2. MrgX1-HEK293, Fluo-4 calcium flux, FDSS; active compounds read high. B-score at 10 µM. 0.63% of 310,000 active;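 active = plate-corrected calcium response at least 3 library SD above typical, normal starting fluorescence, not activating the receptor alone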;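 note: compound read alongside a low EC10 to EC30 dose of BAM8-22 agonist; peak minus trough fluorescence over baseline measured at the second addition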
# KCNQ1 act: potentiators or activators of human KCNQ1 potassium channel. B-score at 10 µM. 0.35% of 310,000 active. CHO-K1 KCNQ1, thallium flux FluxOR fluorescence; active compounds read high;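 active = fluorescence ratio B-score, a plate-corrected score, at least three library SD, with initial intensity B-score within 5 SD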
#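 Assay system: stable KCNQ1 CHO-K1 line; medium: assay buffer, equal DMSO in all wells; timing: 90 min dye loading and 20 min compound exposure, both at room temperature; technique: kinetic FluxOR thallium fluorescence, 10-s 1-Hz baseline, 110-s post-stimulus read; read-out basis: B score of baseline-normalized fluorescence ratio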
# TMEM16A inh: mouse TMEM16A channel inhibition, primary screen. Q8BHY3. HEK293 TMEM16A/YFP iodide influx fluorescence, ionomycin. normalized B-score (activity score, 25-100; higher = stronger inhibition) at 10 µM. 1.2% of 310,000 active. AID 588511;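 active = ratio plate-corrected score three or more library SD toward inhibition, starting fluorescence score within five deviations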;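 note: score derived from kinetic fluorescence span divided by baseline fluorescence per well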
# Target sequence (Q8BHY3 whole entry, looked up): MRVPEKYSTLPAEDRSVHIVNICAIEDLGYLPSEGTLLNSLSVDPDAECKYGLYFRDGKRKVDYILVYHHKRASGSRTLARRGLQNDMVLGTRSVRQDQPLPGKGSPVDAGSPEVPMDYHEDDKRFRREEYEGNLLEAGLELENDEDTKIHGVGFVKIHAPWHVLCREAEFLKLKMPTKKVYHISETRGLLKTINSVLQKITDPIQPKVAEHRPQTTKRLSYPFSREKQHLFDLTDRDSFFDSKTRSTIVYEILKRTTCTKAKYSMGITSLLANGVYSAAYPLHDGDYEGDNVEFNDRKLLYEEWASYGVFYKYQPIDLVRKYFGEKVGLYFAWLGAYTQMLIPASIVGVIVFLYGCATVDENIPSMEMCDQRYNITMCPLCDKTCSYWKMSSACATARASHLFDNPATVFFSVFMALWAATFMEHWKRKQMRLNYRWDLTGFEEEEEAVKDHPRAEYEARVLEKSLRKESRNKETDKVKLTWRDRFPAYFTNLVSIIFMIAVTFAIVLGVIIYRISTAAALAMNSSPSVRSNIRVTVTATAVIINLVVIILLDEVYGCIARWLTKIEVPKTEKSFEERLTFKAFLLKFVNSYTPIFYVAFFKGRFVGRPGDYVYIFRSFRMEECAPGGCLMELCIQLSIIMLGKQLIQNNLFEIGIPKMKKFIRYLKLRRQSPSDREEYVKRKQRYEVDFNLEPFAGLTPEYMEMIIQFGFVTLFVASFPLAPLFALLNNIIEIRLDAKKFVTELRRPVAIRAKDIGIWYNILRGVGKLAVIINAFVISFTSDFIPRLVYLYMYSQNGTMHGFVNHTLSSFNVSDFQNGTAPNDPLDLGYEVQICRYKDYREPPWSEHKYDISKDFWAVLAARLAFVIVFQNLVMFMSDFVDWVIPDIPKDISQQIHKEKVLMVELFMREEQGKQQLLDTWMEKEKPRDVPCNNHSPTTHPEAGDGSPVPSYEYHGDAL
# KCNQ1 block: inhibitors of human KCNQ1 potassium channel | B-score at 10 µM | P51787 | CHO-K1 KCNQ1, FluxOR thallium flux fluorescence; active compounds read high | AID 2642 | 1.3% of 310,000 active;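 active = compounds whose thallium flux B-score, printed positive for inhibition, exceeds three library SD while starting fluorescence stays within three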;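 note: channel opened by potassium depolarization with thallium stimulus after 20 min compound exposure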
# ANO1 activ: activates or potentiates the mouse TMEM16A chloride channel. 0.3% of 340,000 active. AID 623877. Q8BHY3. HEK293 TMEM16A/YFP-H148Q/I152L, iodide quench fluorescence; active compounds read low. B-score at 10 µM;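 active = fluorescence-ratio B-score plate-corrected deviation score at least 3 library SD below zero, with starting fluorescence score within 5 deviations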;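 note: channel opened by trigger with iodide after compound preincubation; score built on the fluorescence ratio of max minus min over baseline; more negative score means more quench and so TMEM16A activation or potentiation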
# RGS4 pot: potentiators or activators of RGS4; HEK293 M3R/inducible RGS4, carbachol calcium flux Fluo4; active compounds read low; AID 463111; B-score at 10 µM; 0.92% of 310,000 active;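 active = B-score of the integrated calcium signal more than 4 SD below the library mean, with starting fluorescence not abnormally high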;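 note: negative B-score means reduced calcium response which marks RGS4 activation or potentiation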
#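 Assay system: Inducible-RGS4 HEK293 cells carrying M3 receptor | Schedule: Compound preincubation 20 min at room temperature before agonist | Signal: Kinetic calcium fluorescence imaging with Fluo4-AM dye, 2 µM | Read-out basis: B score from integrated fluorescence ratio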
# RGS4 inh: human RGS4 inhibition; P49798; HEK293 M3R/RGS4 inducible, Fluo-4 calcium flux; active compounds read high; triggered by carbachol at its EC20; B-score at 10 µM; 0.45% of 310,000 active; AID 463165;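 active = B-score, a plate-corrected calcium signal, over three deviations above library mean, with baseline fluorescence within five deviations of library mean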;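 note: RGS4 expression induced by doxycycline in cells with stable M3 receptor; B-score is computed from the integrated fluorescence ratio over baseline after carbachol; higher B-score means a larger calcium signal and so more RGS4 inhibition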
# KCNK9 inh: blocks the human KCNK9 two-pore domain potassium channel. Q9NPC2. HEK293 KCNK9, FluxOR thallium flux fluorescence; active compounds read low. B-score at 10 µM. 1.2% of 310,000 active;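 active = ratio B-score over 3 SD below the library mean, with starting fluorescence within 5 SD of its mean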;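 note: negative B-score means less thallium flux so channel inhibition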
# hERG rescue: compounds protecting human hERG from proarrhythmic drug block. activation (rescue from dofetilide block), less the hit threshold, % at 10 µM. Q12809. 0.51% of 310,000 active. AID 1511. CHO-hERG, FluxOR thallium flux, dofetilide IC70 present;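 active = activation above the mean of controls blocked by dofetilide plus 5 SD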;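 note: thallium influx through hERG after potassium depolarization seen as dye fluorescence rise; in these data hits start at about 4.7%; inactives centre near -7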
# Starred values were filed as active, the others as inactive; i = inactive; / = no result given.
# Fields: TMEM16A inh | KCNQ1 block | MrgX1 ag | RGS4 pot | KCNQ1 act | KCNK9 inh | KCNK3 block | MrgX1 PAM | hERG rescue | ANO1 activ | RGS4 inh
> C=CCn1c(SCC(=O)N(CC)C2CCS(=O)(=O)C2)nc2ccccc2c1=O (configuration not stated)
→ i | i | i | i | i | i | i | i | -12 | i | i
> Fc1ccc(-c2csc(Nc3ccccn3)n2)c(F)c1
→ i | i | i | i | i | i | i | i | -6 | i | i
> COc1ccc(Cl)cc1-c1csc(N)n1
→ i | i | i | i | i | i | i | i | -21 | i | i
> COc1cccc(OC)c1C(=O)NCC12CC3CC(C1)CC(CNC(=O)c1c(OC)cccc1OC)(C3)C2
→ i | i | i | i | i | i | i | i | -2 | i | i
> O=C(O)c1cc(S(=O)(=O)N2CCCCC2)ccc1Cl
→ i | i | i | i | i | i | i | i | -1 | i | i
> CC(Sc1nc(N2CCOCC2)c2c(c1C#N)CC(C)(C)OC2)C(=O)Nc1ccccc1 (configuration not stated)
→ / | i | / | i | i | i | i | / | -12 | i | i
> C=CCN(C(=O)CNC(=O)c1ccco1)C(C(=O)NC1CCCCC1)c1cccnc1 (configuration not stated)
→ i | i | i | i | i | i | i | i | -6 | i | i
> COc1cc(CCC(=O)N2CCN(c3ccccc3Cl)CC2)cc(OC)c1OC
→ i | i | i | i | i | i | i | i | -9 | i | i
> CC(=O)c1cccc(N(CC(=O)N2CCCCC2)S(C)(=O)=O)c1
→ i | i | i | i | i | i | i | i | -10 | i | i
> O=C(Cc1noc2ccccc12)Nc1ccc2ccccc2c1
→ i | i | i | i | i | i | i | i | -5 | i | i
> COc1ccc(NC(=O)CN2CCN(CC(=O)Nc3ccccc3OC)CC2)c(OC)c1
→ / | i | / | i | i | i | i | / | -10 | / | i
> COc1ccc(CNC(=O)Nc2cccc3ccccc23)cc1
→ i | i | i | i | i | i | i | i | -5 | i | i
> CN(C)CC(O)CN1C(=O)N(CN2C(=O)N(CC(O)CN(C)C)C(=O)C2(C)C)C(C)(C)C1=O (configuration not stated)
→ i | i | i | i | i | i | i | i | -7 | i | i
> COc1cc(SC)ccc1C(=O)OCC(=O)NC1CCCC1
→ i | i | i | i | i | i | i | i | -23 | i | i
> CCc1ccccc1NC(=O)C1CC(c2ccc(OC)cc2)=NO1 (configuration not stated)
→ i | i | i | i | i | i | i | i | -2 | i | i
> Cc1cc(NC(=O)CSc2ccc(-c3nc4cc(C)c(C)cc4[nH]3)cn2)no1
→ i | i | i | i | i | i | i | i | -5 | i | i
> COC(=O)c1c(-c2cccnc2)csc1NC(=O)c1cc(C)on1
→ i | i | i | i | i | i | i | i | -12 | i | i
> CCc1nnc(NC(=O)CN2CCN(C(=O)c3ccccc3)CC2)s1
→ i | i | i | i | i | i | i | i | -8 | i | i
> CCOc1ccc(CN(C)CC(=O)Nc2ccc([N+](=O)[O-])cc2Cl)cc1
→ i | i | i | i | i | i | i | i | -6 | i | i
> Cn1cc(Cl)c(C(=O)OCC(=O)c2ccccc2)n1
→ i | i | i | i | i | i | i | i | -12 | i | i
> O=C1CC(c2ccc(Br)cc2)NC(c2ccc(Br)cc2)C1c1ccccc1 (configuration not stated)
→ i | i | i | i | i | i | / | i | -12 | / | i
> Cc1ccc2cccc(NS(=O)(=O)c3ccccc3)c2n1
→ i | i | i | i | i | i | / | i | -4 | / | i
> O=C(CNCc1cccnc1)Nc1cc(C(F)(F)F)ccc1N1CCOCC1
→ i | i | i | i | i | i | i | i | -7 | i | i
> CCc1ccc(C(=O)NNC(=O)CCC2CCCCC2)cc1
→ i | i | i | i | i | i | i | i | -3 | i | i
> O=C(NC1CCCC1)C1CCCN(S(=O)(=O)c2cnc[nH]2)C1 (configuration not stated)
→ i | i | i | i | i | i | i | i | -6 | i | i
> Cc1ccc(NC(=O)CCSc2nnc(C)o2)cc1
→ i | i | i | i | i | i | i | i | 0 | i | i
> COc1cccc(NC(=O)c2ccc(NC(=O)C3CC(=O)OC34CCCCC4)cc2)c1 (configuration not stated)
→ i | i | i | i | i | i | i | i | -5 | i | i
> CCOC(=O)C1CCN(Cc2cnc(NC(=O)OC)s2)CC1
→ i | i | i | i | i | i | i | i | -15 | i | i
> O=C(NC(Cc1ccccc1)C(=O)O)C1CCCCC1 (configuration not stated)
→ i | i | i | i | i | i | i | i | -3 | i | i
> CC(=O)Nc1ccc(S(=O)(=O)N2CCN(C(=O)c3ncoc3-c3ccccc3C)CC2)cc1
→ i | i | i | i | i | i | i | i | -2 | i | i
> O=C(N/N=C/c1cc([N+](=O)[O-])ccc1Cl)c1cc(-c2ccccc2)nc2ccccc12
→ i | i | i | i | i | i | i | i | -12 | i | i
> Cc1nc2ncnn2c(N2CCN(C(c3ccccc3)c3ccccc3)CC2)c1C
→ i | i | i | i | i | i | i | i | -21 | i | i
> CCOC(=O)C1=C(C)NC2=C(C(=O)CC(c3ccc(OC)c(OC)c3)C2)C1c1ccc(C)o1 (configuration not stated)
→ i | / | i | / | / | / | i | i | / | i | /
> CC(C)CCN1C(=O)C2(OCCCO2)c2cc(Cl)ccc21
→ i | i | i | i | i | i | i | i | -7 | i | i
> CCc1ccc(CNC(=O)Cn2nc(-c3ccccc3)ccc2=O)cc1
→ i | i | i | i | i | i | i | i | -5 | i | i
> Cn1c(=O)c(C(=O)COC(=O)c2cc(-c3ccco3)nc3ccccc23)c(N)n(Cc2ccccc2)c1=O
→ i | i | i | i | i | i | / | i | -15 | / | i
> CCOC(=O)C1(CC)NC(c2ccco2)C2C(=O)N(c3ccc(C)cc3)C(=O)C21 (configuration not stated)
→ i | i | i | i | i | i | i | i | -11 | i | i
> O=C(O)CCCn1cc(NC(=O)c2cc(F)c(F)cc2Cl)cn1
→ i | i | i | i | i | i | i | i | -10 | i | i
> CC1CCCCC1NC(=O)COC(=O)CNC(=O)c1cccc(F)c1 (configuration not stated)
→ i | i | i | i | i | i | i | i | -7 | i | i
> CSCCC1C(=O)OC2(C)CC(C)(C)NC(=S)N12 (configuration not stated)
→ i | i | i | i | i | i | i | i | -7 | i | i
> [O-]/C(=C(\C(=S)Nc1ccc(Cl)cc1)[n+]1ccccc1)c1ccc(OC(F)F)cc1
→ i | i | i | i | i | i | i | i | -28 | i | i
> COc1ccc(NS(=O)(=O)c2cc(C(=O)N3CCN(C(C)=O)CC3)ccc2Cl)cc1
→ i | i | i | i | i | i | i | i | -3 | i | i
> COc1ccc(-c2nc(NC(=O)c3ccccc3)sc2-c2ccc([N+](=O)[O-])cc2)cc1
→ i | i | i | i | i | i | i | i | -8 | i | i
> CC1(C)CC(=O)C(C=Nc2ccc(NC3=C(C#N)C(=O)CC(C)(C)C3)cc2)=C(O)C1
→ i | i | i | i | i | i | i | i | -6 | i | i
> CCN(Cc1ccccc1)S(=O)(=O)CCNC(=O)c1ccccc1
→ i | i | i | i | i | i | i | i | -10 | i | i
> CCC(C(=O)Nc1cc(C(=O)Nc2cc(C)ccn2)ccc1Cl)c1ccccc1 (configuration not stated)
→ i | i | i | i | i | i | i | i | -5 | i | i
> CCc1c(C)[nH]c(C(=O)OCc2ccccc2)c1C
→ / | i | / | i | i | i | i | / | -6 | i | i
> CCC/C=C1/CCCOC(C(=O)NCc2cc(C)n(C)n2)(C(F)(F)F)C1 (configuration not stated)
→ i | i | i | i | i | i | i | i | -1 | i | i
> O=C(O)c1cccc(S(=O)(=O)N2CCN(C(c3ccccc3)c3ccccc3)CC2)c1
→ i | i | i | i | i | i | i | i | -11 | i | i
> COC(=O)CSc1nnc(-c2cccs2)n1-c1ccc(Cl)cc1
→ i | i | i | i | i | i | i | i | -9 | i | i
> Cc1ccc(/C=C/C(=O)NC2=NCCS2)cc1
→ i | i | i | i | i | i | i | i | -12 | i | i
> COc1ccccc1CN=c1c([N+](=O)[O-])nn(-c2ccc3c(c2)OCCO3)n1O
→ i | i | i | i | i | i | i | i | -6 | i | i
> Cc1cc(C(=O)NCC(=O)OCC(=O)N2CCCCCC2)ccc1[N+](=O)[O-]
→ i | i | i | i | i | i | i | i | -3 | i | i
> O=C(CSc1nnc(-c2ccc(O)cc2)n1Cc1ccco1)c1ccccc1
→ i | i | i | i | i | i | i | i | -3 | i | i
> CC(=O)Nc1ccc(Sc2ccccc2C(=O)O)c(C(=O)O)c1
→ i | i | i | i | i | i | i | i | -4 | i | i
> CN(C)S(=O)(=O)c1cc(NC(=O)CN2CCN(c3ccccc3O)CC2)ccc1Cl
→ i | i | i | i | i | i | i | i | -6 | i | i
> CN(Cc1ccc(C(F)(F)F)cc1)C(=O)c1ccc2ccccc2n1
→ i | i | i | i | i | i | i | i | -9 | i | i
> CCN(CC)CCCNC(=S)N(Cc1ccco1)Cc1cc2cc3c(cc2[nH]c1=O)OCCO3
→ i | i | i | i | i | i | / | i | -6 | / | i
> O=C(CCCC(=O)NCc1ccccc1)NCc1ccccc1
→ i | i | i | i | i | i | i | i | -4 | i | i
> O=C(Nc1ccccc1C(F)(F)F)N1CCN(C(c2ccccc2)c2ccccc2)CC1
→ i | i | i | i | i | i | i | i | -12 | i | i

# (more compounds)
# Fields: TMEM16A inh | KCNQ1 block | MrgX1 ag | RGS4 pot | KCNQ1 act | KCNK9 inh | KCNK3 block | MrgX1 PAM | hERG rescue | ANO1 activ | RGS4 inh
> Cc1sc2nc(SCC(=O)NCc3ccco3)n(C)c(=O)c2c1C
→ i | i | i | i | i | i | i | i | -6 | i | i
> Nc1nc2c(c(=O)[nH]1)CN(Cc1ccccc1)CC2
→ i | i | i | i | i | i | i | i | -10 | i | i
> COc1ccc(NC(=O)c2c(SC)nsc2SC)cc1
→ i | i | i | i | i | i | i | i | -6 | i | i
> CCOc1ccc(Oc2ccc(S(=O)(=O)N3CCOCC3)cc2NC(=O)CCNC(C)=O)cc1
→ i | i | i | i | i | i | i | i | -4 | i | i
> COc1ccc(C(=O)OC(C)CN2CCN(C)CC2)cc1OC (configuration not stated)
→ i | i | i | i | i | i | i | i | -4 | i | i
> CCN(CC)C(=O)Cn1cc(C(=O)C(=O)NCCc2ccccc2)c2ccccc21
→ i | i | i | i | i | i | i | i | -4 | i | i

# Compound activity: PubChem, Johns Hopkins Ion Channel Center
